LEDGF integ inh: blockers of LEDGF/p75-dependent integrase strand transfer – biochemical, TR-FRET, high throughput, primary screen; HIV-1 integrase (with human LEDGF/p75); TR-FRET IN-LEDGF/p75 DNA integration, Eu/Cy5; inhibition, % at 3.7 µM; 0.64% of 370,000 active;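 active = inhibition above the screen-wide mean plus 3 SD, cut at about 13% in these data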;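 also: signal is the Cy5 over europium emission ratio at 671 and 618 nm; 0% = plate median of compound wells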
SIAE inh: human SIAE inhibitors, primary screen, biochemical, fluorescence polarization, FP-Rh probe, 1536-well HTS. Sialate O-acetylesterase (Homo sapiens), Q9HAT2. SIAE FP-Rh probe binding. inhibition, % at 9.66 µM. 0.69% of 370,000 active;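 active = inhibition above a cutoff: mean of compounds within the control limits plus 3 SD of those, cut at about 17% in these data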;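 also: 0% = plate median of compound wells and 100% = probe without SIAE protein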
DDE Tn6 FP inh: inhibitors of Tn6 peptide binding to fibrin DD(E), primary screen, biochemical, fluorescence polarization, human fibrin, Tn6 probe. Fibrin DD(E) TRITC-Tn6 fluorescence polarization displacement. Fibrinogen beta chain (Homo sapiens), P02675. 0.21% of 370,000 active. inhibition, % at 8.3 µM;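 active = inhibition above a per-campaign cutoff: mean of compounds within control limits plus 3 SD, cut at about 15% in these data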;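 also: 0% = median of all compound wells on the plate and 100% = blocking peptide control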
TDP2 inh: human TDP2 enzyme inhibitors, primary screen, biochemical, epi absorbance, recombinant enzyme | 0.34% of 370,000 active | T5PNP hydrolysis, p-nitrophenol absorbance 415 nm | AID 720702, 2013 | inhibition, % at 12.8 µM;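 active = inhibition above the mean of all tested compounds plus 3 SD, set per campaign, cut at about 25% in these data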;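 also: 0% = DMSO with enzyme and 100% = buffer with substrate but no TDP2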
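Material: recombinant human TDP2; quantity: TDP2 enzyme at 120 nM final; medium: Tris-HCl pH 7.5 with MgCl2; compound: single concentration, 12.8 µM nominal, with 1% DMSO; incubation: 2 h enzyme incubation at 37 °C; signal: epi absorbance; measure: percent inhibition; benchmarks: high control without enzyme, low control DMSO plus TDP2; repeats: singlicate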
KLK7 zymogen act: proKLK7 zymogen activators, primary screen, biochemical, fluorescence intensity; activation, % at 7 µM; 0.9% of 370,000 active; purified proKLK7, EDANS-DABCYL substrate fluorescence; 100% is mature enzyme control, 0% vehicle; AID 652039, 2013;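 active = activation above the mean of all tested compounds plus 3 SD, computed per campaign excluding outliers beyond control limits, cut at about 13% in these data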
Target sequence (P49862 whole entry, looked up): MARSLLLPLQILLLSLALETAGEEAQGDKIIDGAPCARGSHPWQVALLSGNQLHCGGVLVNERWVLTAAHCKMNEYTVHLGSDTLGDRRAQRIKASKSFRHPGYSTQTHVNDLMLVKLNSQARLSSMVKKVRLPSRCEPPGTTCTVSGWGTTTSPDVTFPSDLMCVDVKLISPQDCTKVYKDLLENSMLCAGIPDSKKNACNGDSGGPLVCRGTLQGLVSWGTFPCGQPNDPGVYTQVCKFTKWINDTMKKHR
TCR-CD3 inh: inhibitors of human TCR-CD3 interaction, primary screen, biochemical, fluorescence, TAMRA-labeled TCR probe. inhibition, % at 9.4 µM. T-cell receptor (TCR). 0.37% of 360,000 active; in the data active = inhibition above about 19%;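 also: recombinant mutant TCR 2C K166C tagged with TAMRA read by polarization; 0% = receptor in buffer alone and 100% = receptor with positive control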
PRMT1 inh: PRMT1 methyltransferase inhibitors, primary screen, biochemical, fluorescence polarization | recombinant PRMT1, activity-based probe fluorescence polarization | Protein arginine N-methyltransferase 1 (Homo sapiens), Q99873 | AID 652257, 2013 | 1.3% of 370,000 active | inhibition, % at 2.79 µM;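 active = inhibition above about 21% made by adding two undisclosed values, limit read from the data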
Tn7 DDE FP: inhibitors of Tn7 peptide binding to fibrin DD(E), primary screen, biochemical, fluorescence polarization, human fibrin, Tn7 probe; FP displacement of FITC-Tn7 peptide from fibrin DD(E); 0% = median of compound wells per plate; 0.13% of 370,000 active; inhibition, % at 8.3 µM;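 active = inhibition above the mean of compounds falling within the control limits plus 3 SD of them, cut at about 14% in these data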;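 also: 0% = plate median of compound wells and 100% = 10 µM Aha-Tn7 peptide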
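Assay system: Human clot-derived fibrin DD(E) complex | Buffer or medium: Tris/NaCl/CaCl2 buffer, pH 7.8 | Repeats: One replicate per compound | Benchmarks: Aha-Tn7 high control | Measure: % inhibition scaled between sample-field median and high-control FP | Schedule: 10 min plus 3 h, room temperature | Signal: Fluorescence polarization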
UHRF1 binding: UHRF1 methylated DNA binding inhibitors, primary screen, counter-screen for MBD2 inhibitor project, biochemical, TR-FRET, human UHRF1, single concentration; 0.75% of 370,000 active; UHRF1 binding to methylated oligo; inhibition, % at 4.4 µM; E3 ubiquitin-protein ligase UHRF1 (Homo sapiens), Q96T88; in the data active = inhibition above about 21%;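 also: UHRF1 SRA domain binding a hemimethylated CpG hairpin DNA probe; 0% = median of test compound wells and 100% = reference inhibitor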
Target sequence (Q96T88 whole entry, looked up, the tested form may be a part): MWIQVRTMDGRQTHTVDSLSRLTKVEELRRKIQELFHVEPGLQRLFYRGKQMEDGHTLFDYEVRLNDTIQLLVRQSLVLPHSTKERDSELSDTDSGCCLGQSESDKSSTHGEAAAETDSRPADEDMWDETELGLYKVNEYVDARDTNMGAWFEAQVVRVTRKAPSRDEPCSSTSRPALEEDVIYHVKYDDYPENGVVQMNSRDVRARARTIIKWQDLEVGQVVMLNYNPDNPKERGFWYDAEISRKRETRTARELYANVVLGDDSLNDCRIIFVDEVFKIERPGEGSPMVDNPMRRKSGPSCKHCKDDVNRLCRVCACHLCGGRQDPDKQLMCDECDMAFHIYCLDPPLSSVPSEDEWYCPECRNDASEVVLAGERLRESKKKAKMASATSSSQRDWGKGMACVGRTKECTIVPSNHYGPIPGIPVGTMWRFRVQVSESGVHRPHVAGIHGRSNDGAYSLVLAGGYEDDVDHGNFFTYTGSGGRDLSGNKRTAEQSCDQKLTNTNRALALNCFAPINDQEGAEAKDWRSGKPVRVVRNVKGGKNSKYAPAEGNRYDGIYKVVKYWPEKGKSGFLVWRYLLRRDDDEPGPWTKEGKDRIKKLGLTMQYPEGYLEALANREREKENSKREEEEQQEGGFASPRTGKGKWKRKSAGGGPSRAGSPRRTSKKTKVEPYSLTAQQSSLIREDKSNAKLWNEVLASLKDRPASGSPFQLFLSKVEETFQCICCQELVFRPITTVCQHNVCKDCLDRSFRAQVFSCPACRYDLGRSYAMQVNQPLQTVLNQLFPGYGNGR
MBD2 inh: inhibitors of MBD2 binding to methylated DNA, primary screen, biochemical, TR-FRET, DNA-binding domain, human. inhibition, % at 4.4 µM. Methyl-CpG-binding domain protein 2 (Homo sapiens), Q9UBB5. MBD2 binding to methylated oligonucleotide. 0.31% of 370,000 active. AID 686964, 2013; in the data active = inhibition above about 13%
Numbers without * were called inactive.

SMILES | LEDGF integ inh | SIAE inh | DDE Tn6 FP inh | TDP2 inh | KLK7 zymogen act | TCR-CD3 inh | PRMT1 inh | Tn7 DDE FP | UHRF1 binding | MBD2 inh
CCOC(=O)c1c(CN(C)C)n(C)c2c(O)c(N=NC(N)=O)c3ccc(Br)cc3c12 | -1 | -1 | 1 | 14 | -1.0 | 0 | 0 | 5 | 12 | 6
OCCCNc1nc(-c2ccccc2)c2cc(Cl)ccc2n1 | 2 | -3 | -9 | -5 | 2.2 | 5 | -2 | 5 | -2 | -1
CCCS(=O)(=O)Nc1cc(C(F)(F)F)ccc1OCCOC | -2 | 10 | 4 | -6 | 0.2 | -5 | 0 | -1 | -2 | 0
Cc1nc2c(cnn2-c2ccccc2Cl)c(=O)n1-c1ccc(N2CCC(C)CC2)cc1 | 2 | 8 | 4 | -17 | 0.5 | -7 | -2 | 1 | 2 | -4
O=C(O)c1c2c(nc3ccc(S(=O)(=O)N4CCC(C(=O)NC5CCCCCC5)CC4)cc13)CCCC2 | -1 | 0 | 0 | -7 | -0.4 | -2 | 11 | -5 | 13 | -3
Cc1noc(C)c1NC(=O)N(C)C[C@H]1Oc2ccc(NC(=O)Nc3ccc4c(c3)OCO4)cc2C(=O)N([C@H](C)CO)C[C@@H]1C | 0 | 8 | 2 | 0 | 0.3 | 5 | -1 | -3 | 7 | 4
CC(C)C1C(=O)N(Cc2cn(Cc3ccco3)nn2)CCS(=O)(=O)N1Cc1ccc(-c2ccc(Cl)cc2)cc1 (stereo not drawn) | -2 | -19 | -3 | 2 | 0.1 | -3 | 7 | 3 | -1 | 0
CCC[C@H]1CC(=O)C=C(c2ccc(OC)cc2)ON1C(=O)OC(C)(C)C | -2 | 2 | -8 | -1 | 0.0 | 4 | -1 | -2 | 1 | 1
Cc1cccc(NC(=O)CSc2nc3ccccc3c(=O)n2C)c1C | 0 | -6 | -4 | 5 | 0.3 | 8 | -3 | 3 | -1 | 4
CCOC(=O)c1[nH]c2ccc(OC)cc2c1NC(=O)CN1CCSCC1 | 1 | 4 | 5 | -2 | 9.9 | -2 | 1 | -4 | -2 | -1

Ten compounds already listed, sorted by molecular weight, smallest number first:
SMILES | LEDGF integ inh | SIAE inh | DDE Tn6 FP inh | TDP2 inh | KLK7 zymogen act | TCR-CD3 inh | PRMT1 inh | Tn7 DDE FP | UHRF1 binding | MBD2 inh
OCCCNc1nc(-c2ccccc2)c2cc(Cl)ccc2n1 | 2 | -3 | -9 | -5 | 2.2 | 5 | -2 | 5 | -2 | -1
CCCS(=O)(=O)Nc1cc(C(F)(F)F)ccc1OCCOC | -2 | 10 | 4 | -6 | 0.2 | -5 | 0 | -1 | -2 | 0
Cc1cccc(NC(=O)CSc2nc3ccccc3c(=O)n2C)c1C | 0 | -6 | -4 | 5 | 0.3 | 8 | -3 | 3 | -1 | 4
CCC[C@H]1CC(=O)C=C(c2ccc(OC)cc2)ON1C(=O)OC(C)(C)C | -2 | 2 | -8 | -1 | 0.0 | 4 | -1 | -2 | 1 | 1
CCOC(=O)c1[nH]c2ccc(OC)cc2c1NC(=O)CN1CCSCC1 | 1 | 4 | 5 | -2 | 9.9 | -2 | 1 | -4 | -2 | -1
Cc1nc2c(cnn2-c2ccccc2Cl)c(=O)n1-c1ccc(N2CCC(C)CC2)cc1 | 2 | 8 | 4 | -17 | 0.5 | -7 | -2 | 1 | 2 | -4
CCOC(=O)c1c(CN(C)C)n(C)c2c(O)c(N=NC(N)=O)c3ccc(Br)cc3c12 | -1 | -1 | 1 | 14 | -1.0 | 0 | 0 | 5 | 12 | 6
O=C(O)c1c2c(nc3ccc(S(=O)(=O)N4CCC(C(=O)NC5CCCCCC5)CC4)cc13)CCCC2 | -1 | 0 | 0 | -7 | -0.4 | -2 | 11 | -5 | 13 | -3
CC(C)C1C(=O)N(Cc2cn(Cc3ccco3)nn2)CCS(=O)(=O)N1Cc1ccc(-c2ccc(Cl)cc2)cc1 (stereo not drawn) | -2 | -19 | -3 | 2 | 0.1 | -3 | 7 | 3 | -1 | 0
Cc1noc(C)c1NC(=O)N(C)C[C@H]1Oc2ccc(NC(=O)Nc3ccc4c(c3)OCO4)cc2C(=O)N([C@H](C)CO)C[C@@H]1C | 0 | 8 | 2 | 0 | 0.3 | 5 | -1 | -3 | 7 | 4

The list goes on:
SMILES | LEDGF integ inh | SIAE inh | DDE Tn6 FP inh | TDP2 inh | KLK7 zymogen act | TCR-CD3 inh | PRMT1 inh | Tn7 DDE FP | UHRF1 binding | MBD2 inh
O=C(/C=C/c1cccc(F)c1)Nc1cc(S(=O)(=O)N2CCOCC2)ccc1N1CCCC1 | -1 | 5 | 5 | 12 | 0.3 | -6 | -3 | -10 | -3 | 3
COc1ccc(-c2nn(-c3ccccc3)cc2/C=C/C(=O)OCC(=O)Nc2ccccc2C#N)cc1 | 1 | -7 | -2 | 16 | 3.1 | 8 | 0 | -4 | 0 | -4
CC(=O)NCCSCCNC(C)=O | 2 | 2 | 0 | -6 | 0.0 | 5 | 1 | -6 | -1 | 1
COC(=O)c1nnn(CC(=O)Nc2cccc(OC)c2)c1C(=O)OC | -1 | -1 | 2 | 4 | 0.5 | -5 | 2 | 5 | 15 | 8
COc1ccccc1NC(=S)NNC(=O)c1ccc(Cl)cc1Cl | -1 | 5 | 0 | 3 | 0.4 | -2 | -1 | 10 | -1 | 2
CC1CCc2cc(F)ccc2N1C(=O)c1cc2nc(-c3ccco3)cc(C(F)(F)F)n2n1 (stereo not drawn) | -2 | 0 | 3 | 1 | -1.0 | 9 | 1 | 0 | 0 | -2
c1ccc(CCNc2ncnc3c2nnn3Cc2ccccc2)cc1 | 2 | -5 | -1 | 5 | 0.0 | -3 | 3 | 4 | 1 | 0
CCC(=O)N1CCN(c2ccc(NC(=O)COc3ccc(CC)cc3)cc2)CC1 | -3 | 1 | -4 | 6 | 0.0 | 5 | -3 | 0 | -1 | -2
c1ccc(C2Nc3ccccc3Oc3ccccc32)cc1 (stereo not drawn) | -3 | 2 | 3 | -5 | -0.2 | 1 | 0 | -1 | 1 | -2
COc1ccc(NC(=O)CN(C)C(=O)/C=C/c2cn(-c3ccccc3)nc2-c2ccc(F)cc2)cc1 | 0 | -24 | 0 | 1 | 0.0 | -5 | 3 | -2 | 0 | 3
CCOc1ccccc1N(CC(=O)N1CCCCCC1)S(C)(=O)=O | -2 | 1 | 2 | 2 | -0.4 | 0 | 1 | 1 | 1 | 4
O[C@@H]1CN(Cc2cccs2)[C@@H](c2ccccc2)C[C@H]1n1cc(-c2ccc(F)cc2)nn1 | -2 | -6 | 9 | -5 | -0.1 | -3 | -1 | 0 | -1 | -5
CCOc1ccc(-c2cccc(NC(=O)c3cccs3)c2)nn1 | 2 | 4 | -7 | 17 | 0.3 | 0 | -2 | 0 | -4 | 2
O=C1NN(c2ccc(F)c(Cl)c2)C(=O)/C1=C\c1cccc(OC(=O)c2cccs2)c1 | 8 | -1 | -1 | -10 | 0.8 | 5 | 24* | -6 | -3 | -6
Cc1nc(CCNC(=O)CC2C(=O)NCCN2Cc2ccccc2)sc1C (stereo not drawn) | 1 | 1 | 6 | 15 | 0.2 | 4 | 5 | 3 | -1 | 2
C=C(C)c1cccc(C(C)(C)NC(=O)N2CC(C)OC(C)C2)c1 (stereo not drawn) | -2 | -4 | 2 | -13 | 0.3 | 3 | -2 | -6 | -2 | -3
C[C@H](CO)N1C[C@H](C)[C@H](CN(C)C(=O)c2ccccn2)Oc2ncc(Br)cc2C1=O | 2 | -7 | -2 | 2 | 0.0 | -11 | 2 | 2 | 1 | 4
NC(=O)c1nc(-c2cccs2)nc2c1[nH]c(=O)n2-c1ccc(F)cc1 | -1 | -9 | 2 | -2 | -2.8 | 2 | 2 | 1 | 0 | 3
O=C(Cn1cc(C(F)(F)F)ccc1=O)N/N=C/c1cccc(Cl)c1Cl | -1 | -5 | 10 | -6 | -0.1 | 4 | -2 | 1 | -2 | -3
Cc1noc(C)c1C(=O)N1CCC1(C)C(=O)NS(=O)(=O)c1ccc(F)cc1F (stereo not drawn) | -4 | -6 | -6 | 4 | 0.4 | -5 | -1 | -9 | 3 | 5
COc1cccc(CN(C)C(=O)c2cc(S(=O)(=O)N3CCCC3)ccc2C)c1OC | -10 | 5 | -5 | 9 | 0.1 | 2 | 1 | -1 | -1 | 0
COc1cc(C(=O)NCC(c2cccs2)N2CCOCC2)cc(Br)c1OCc1ccccc1 (stereo not drawn) | -3 | -7 | -8 | -15 | 0.7 | -3 | 1 | 2 | 3 | 4
O=C(C[C@H]1CC[C@@H](NC(=O)C2CC2)[C@@H](CO)O1)NCc1ccccc1Cl | 7 | 4 | -5 | 5 | 0.5 | -1 | -2 | -3 | 3 | 0
COc1ccc(-n2nc(C(=O)NCC(=O)N(C)Cc3ccccc3)c3ccccc3c2=O)c(OC)c1 | -1 | 3 | 4 | 11 | 0.9 | 7 | 3 | 0 | 0 | 4
Cc1ccc(S(=O)(=O)N(C)c2cc(S(=O)(=O)N3CCOCC3)c(C)cc2C)cc1 | -3 | 5 | -3 | 14 | 0.1 | -4 | 1 | -6 | -3 | 2
CCOC(=O)/C=c1\s/c(=C\c2ccccc2OC)c(=O)n1CC(=O)N1CCOCC1 | -5 | -9 | 2 | -12 | -1.0 | -2 | 0 | 2 | -5 | 6
Cc1ccc(CNS(=O)(=O)CCNC(=O)c2ccccc2)cc1 | -7 | -6 | 4 | -8 | 0.1 | -5 | 1 | 5 | 0 | 2
NC(=O)N/N=C/C=C/c1ccc(F)cc1 | 0 | 1 | -2 | 11 | 0.2 | 3 | 4 | 12 | 1 | 0
Cc1ncc(CO)c(CO)c1OCC(O)CN1CCN(c2ccc(F)cc2)CC1 (stereo not drawn) | 6 | -2 | 6 | -4 | 0.4 | 4 | -1 | -6 | -3 | -5
CC1=CS(=O)(=O)CC1Sc1nc2ccccc2[nH]1 (stereo not drawn) | 0 | 7 | 1 | 10 | -0.5 | 8 | -2 | -1 | 1 | -2
CC1=NN2C(=N)/C(=C\c3cc(C)n(Cc4ccccc4)c3C)C(=O)N=C2S1 | 2 | -1 | 9 | 1 | 0.6 | 0 | 0 | 7 | -2 | 4

Compound activity (PubChem)
